KKLEB tox: counter-screen for CF NF-kB inhibitors: cytotoxicity | activity change (cytotoxicity), % at 5 µM | KKLEB CF airway cells viability, ATPlite luminescence, overnight; active compounds read low; cells stimulated with P. aeruginosa culture filtrate | AID 602141 | 360,000 compounds, 0.36% hits;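 active = corrected activity change at or below -50% at 5 µM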
Peg3 promoter: Peg3 promoter activity inhibition; HeLa PEG-Prom luciferase reporter, luminescence, overnight; inhibition, % at 20 µM; AID 588405; 360,000 compounds, 1.7% hits;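 active = inhibition of at least 50% at 20 µM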
TRPM1 prom inh: reduces MITF-dependent TRPM1 promoter luciferase signal | inhibition, % at 12.5 µM | SK-MEL-5 TRPM1 promoter luciferase, 24 h | AID 488899 | 330,000 compounds, 0.83% hits;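 active = mean inhibition across replicates of 60% or more, whatever share of single replicates reaches that level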; note: values of inactives mirror those of a sister screen read the other way
CF NFkB block: cystic fibrosis NF-kB activation inhibition | KKLEB NF-kB-GFP reporter, PAF-induced, GFP fluorescence overnight | 360,000 compounds, 0.86% hits | inhibition, % at 5 µM;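 active = at least 50% inhibition at 5 µM, scaled per plate between neutral and stimulator controls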;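 note: PAF is a Pseudomonas aeruginosa culture filtrate used as stimulus; plate controls were PAF-stimulated DMSO wells for no effect and unstimulated DMSO wells for full effect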
HIF-2a block: blocks HIF-2a reporter activity; inhibition, % at 18.8 µM; AID 624352; 360,000 compounds, 0.72% hits; 786-0 RCC cells HIF-2a reporter, luciferase luminescence, overnight;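 active = inhibition of the luminescence signal of 40% or more relative to plate controls, in a single-dose primary screen at 18.75 µM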
TRAIL sens C8: caspase-8 TRAIL sensitization; inhibition (viability loss, TRAIL sensitization), % at 10 µM; AID 624354; 360,000 compounds, 1% hits; NB7+C8 cells + TRAIL, ATPlite viability luminescence;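 active = compounds causing at least 50% loss of cell viability in the single-dose screen, relative to plate controls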
LMP1 NFkB inh: inhibitors of Epstein-Barr LMP1-induced NF-kappaB reporter; inhibition, % at 12.5 µM; LMP1-induced NF-kappaB luciferase reporter cells, luminescence; AID 504558; 350,000 compounds, 0.69% hits; in the data active = inhibition above about 41%;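 note: 0% = neutral control wells and 100% = reference inhibitor control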
hiPSC survival: hiPSC single-cell survival enhancement. ATPlite luminescence; 100% = ROCK inhibitor wells, 0% = DMSO. survival enhancement, % at 20 µM. 360,000 compounds, 0.044% hits. AID 602274; in the data active = survival enhancement above about 18%;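 note: cells exposed to compounds for 16 hours before the ATP read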
NR2E3 ag-1: NR2E3 (human) agonism. Q9Y5X4. GST-NR2E3/biotin-RetCOR TR-FRET, 1536-well. inhibition of corepressor binding, % at 4.78 µM. 320,000 compounds, 0.12% hits. AID 2300;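 active = percent inhibition above the cutoff of mean plus 3 SD of all tested compounds, set per screening campaign, cut at about 20% in these data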;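 note: 0% = DMSO wells and 100% = biotin wells as full block of FRET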
Target sequence (Q9Y5X4 whole entry, looked up): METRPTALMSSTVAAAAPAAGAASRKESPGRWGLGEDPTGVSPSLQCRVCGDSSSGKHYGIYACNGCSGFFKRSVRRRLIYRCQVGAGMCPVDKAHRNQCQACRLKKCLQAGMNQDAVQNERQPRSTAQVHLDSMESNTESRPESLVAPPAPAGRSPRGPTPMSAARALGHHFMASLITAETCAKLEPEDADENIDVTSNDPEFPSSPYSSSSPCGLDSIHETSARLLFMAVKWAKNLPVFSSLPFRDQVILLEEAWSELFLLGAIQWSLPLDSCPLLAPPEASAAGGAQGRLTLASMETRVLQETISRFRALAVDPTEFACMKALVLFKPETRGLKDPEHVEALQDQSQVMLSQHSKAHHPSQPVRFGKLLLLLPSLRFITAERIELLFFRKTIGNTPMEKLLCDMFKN
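Material: NR2E3–RetCOR corepressor complex / Incubation: Compound–protein incubation for 5 h at 4 °C / Dosing: compound at 4.8 µM, single dose / Detection: time-resolved FRET / Benchmarks: high control biotin, low control 0.6% DMSO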
NR2E3 ag-2: agonists of human NR2E3 nuclear receptor. Q9Y5X4. CHO-S Gal4-NCOR/VP16-NR2E3 two-hybrid, luciferase. inhibition of corepressor binding, % at 3.98 µM. 360,000 compounds, 0.35% hits. AID 602229;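 active = inhibition above the mean of all tested compounds plus 3 SD, cut at about 70% in these data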;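 note: 0% = DMSO with NR2E3 transfected cells and 100% = cells lacking NR2E3 construct; higher means lower luciferase signal from less NR2E3 corepressor binding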
Shn3 3UTR inh: inhibitors of Schnurri-3 3'UTR reporter in osteoblasts. Clone20 osteoblast Shn3 3'UTR firefly luciferase, 24 h. inhibition, % at 12.5 µM. 360,000 compounds, 0.52% hits. AID 588674;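 active = mean inhibition of at least 75% with every replicate also reaching 75%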;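 note: 0% = median of neutral control wells and 100% = pilot-screen positive control compound; some compounds past the cut are filed as inactive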
* hit, by the source's call; . = no result given. Not all compounds are listed. The share of hits here may be higher or lower than overall.

canonical_smiles	KKLEB tox	Peg3 promoter	TRPM1 prom inh	CF NFkB block	HIF-2a block	TRAIL sens C8	LMP1 NFkB inh	hiPSC survival	NR2E3 ag-1	NR2E3 ag-2	Shn3 3UTR inh
Cc1ccc(S(=O)(=O)N2CCOCC2)cc1C(=O)N1CCOCC1	2	0	-1	-7	17	-13	-14	-1.2	2	6	5
C/C(=N\NC(=O)c1cccnc1)c1nnn(-c2nonc2N)c1C	-8	-1	14	9	3	-10	1	-0.7	2	4	-30
O=C(NCc1ccccc1)NC1(C(=O)N2CCN3CCCC3C2)CCCCC1 (configuration not stated)	-4	13	-1	-1	0	-6	2	9.0	3	-12	-4
COc1cccc(/C=N/NC(=S)NCCc2ccccc2)c1	-3	-58	7	0	-71	4	5	-0.4	3	-9	-3
CC(/C=N/n1c(-c2cccnc2)n[nH]c1=S)=C\c1ccco1	0	-2	-21	-19	9	2	0	-0.2	-5	.	12
CCOc1cc(C(=O)Nc2ccc3c(c2)OCO3)ccc1OCCOc1ccccc1Cl	-4	12	3	21	3	22	-9	-1.7	1	-16	0
CC(C)NC(=S)N=Nc1c(O)[nH]c2ccc(C(C)C)cc12	-15	11	18	5	29	21	10	0.6	7	26	-2
C/C(=N\OC(=O)NC(C)C)c1sc(-c2ccccc2)nc1C	-2	-222	-91	4	-232	1	-15	0.3	-2	-57	-31
CCOc1ccccc1C(=O)NC1CC2CCCC(C1)N2Cc1ccc(C)cc1 (configuration not stated)	-4	-7	-5	-10	25	-6	3	0.4	-3	12	8
O=C(Nc1nnc(-c2ccc(Cl)cc2)o1)Nc1ccccc1F	-11	-36	-5	10	-56	11	-5	-0.3	-1	-11	-21
CSc1nc(N)nc2c1ncn2CC(=O)NCc1ccccc1	-1	1	0	-7	5	4	88*	-1.2	.	-12	8
O=C(Nc1cccnc1N1CCOCC1)c1cc2ccccc2oc1=O	3	-118	-29	8	-124	0	-17	0.2	0	-2	-23
CN1C(=O)N(C)C2C1N(C)S(=O)(=O)N2C (configuration not stated)	-24	5	-20	0	8	4	-8	-2.2	1	-11	2
COc1cccc(-c2cc(C(=O)NCc3ccc(Cl)cc3)no2)c1	0	-31	0	-19	-49	-4	-19	3.2	-3	11	-13
COc1ccc(-c2cc(CCC(=O)N3CCN(c4cc(C)ccc4C)CC3)on2)cc1	-6	-26	-5	10	3	-14	2	1.6	.	-51	8
COC(=O)C1C2CC(C(Br)C2Br)C1C(=O)O (configuration not stated)	1	9	0	1	5	-6	1	8.4	.	-10	22
NC(=S)N/N=C/c1ccc(-c2cc(Cl)c(Cl)cc2Cl)o1	-7	6	12	-39	-52	-5	-17	-1.7	5	-32	-15
N/C(CC(=O)NCCOc1ccccc1)=N\O	4	5	-3	8	7	-5	0	-1.9	4	12	5
CC12CCC3C(CCC4CC(O)CCC43C)C1CC(=O)C2 (configuration not stated)	19	-9	.	-29	-23	4	.	-0.7	.	-33	13
Cn1c(=O)[nH]c(=O)c2c1nc(Br)n2Cc1cccc(Br)c1	-4	-4	14	4	34	-3	15	-0.3	7	7	-2
CCN1CCN(c2ccc(S(=O)(=O)N3CCCCC3)cc2NC(=O)c2cccc(OC(F)F)c2)CC1	2	5	-22	-2	12	-19	12	-0.5	-2	8	7
Cc1ccc(NC(=O)CN2C(=O)S/C(=C\c3ccc(OCC(=O)O)c(Br)c3)C2=O)cc1	-8	1	1	6	10	-5	-5	0.8	0	-33	8
CC1CCCCN1CCNC(=O)c1ccc2c(c1)N(Cc1cccc(Cl)c1)C(=O)c1ccccc1S2(=O)=O (configuration not stated)	-16	44	.	26	2	11	-28	-3.2	.	9	-2
CCCCNC(=O)c1ccc(/C=C2\Oc3ccccc3N(C)C2=O)cc1	0	-20	-18	-33	-40	10	5	0.4	0	-96	-5
CC(OC(=O)CCCN=C1NS(=O)(=O)c2ccccc21)C(=O)c1ccccc1 (configuration not stated)	12	2	8	-26	-2	-19	5	-0.1	3	-16	11
CCc1ccc2nc(N(CCCN(C)C)C(=O)c3ccc4c(c3)OCCO4)sc2c1	-11	76*	-68	19	-8	20	-6	-0.4	-1	-23	-8
Cc1nn(S(=O)(=O)c2ccc(C(C)(C)C)cc2)c(C)c1S(=O)(=O)N1CCOCC1	7	23	5	11	12	-4	0	0.0	1	-6	-10
O=C(NNc1ccc(O)cc1)c1ccc(Br)cc1	5	3	-7	-5	-1	11	-19	1.2	3	-5	22
CC1CCCCN1CC(=O)Nc1ccc2c(c1)OCO2 (configuration not stated)	3	-1	2	7	0	-7	-1	-0.5	2	-9	18
CCOc1ccccc1C(=O)N/N=C/c1coc2ccc(Cl)cc2c1=O	12	24	11	35	24	-27	3	-0.3	.	-9	-30
Cc1cc(=O)n2nc(N3CCCC(C(=O)Nc4ccc(C)c(C)c4)C3)sc2n1 (configuration not stated)	-1	6	.	4	-13	-27	5	-1.5	-4	-30	3
CCS(=O)(=O)n1nc(-c2ccc(OC)cc2)nc1N	2	-23	-14	7	-18	-7	-4	-0.7	-4	5	-17
COc1ccccc1N(C)c1cc2c(c3c1ccn3C)C1CCC2O1 (configuration not stated)	-18	33	.	92*	16	0	.	-2.5	.	-11	-4
CN(CCOc1ccccc1)C(=O)c1cc(-c2ccco2)nc2ccccc12	4	37	11	7	5	4	4	-0.4	3	-16	3
COc1ccc(C(=O)COc2ccc3ccc(=O)oc3c2)c(OC)c1	1	-17	1	-20	-18	-10	1	0.0	2	5	-22
Cc1cc(C)n(C(=O)c2ccc(C)c(Br)c2)n1	-5	-4	-1	-4	1	-6	0	0.3	3	-29	-5
COc1cccc(C2N(c3ccc(Cl)c(Cl)c3)C(=O)C3CCCN32)c1OC (configuration not stated)	-2	18	4	-2	2	-5	-10	-1.2	0	-18	24
CC(C)OP(=O)(c1ccc(N(C)C)cc1)C(Nc1ccccc1)c1ccccc1 (configuration not stated)	2	13	11	-8	14	4	3	0.0	2	18	1
O=C(NNC1CC(=O)N(c2ccc3c(c2)OCCO3)C1=O)c1ccccc1 (configuration not stated)	10	-2	30	-1	-1	-6	9	3.2	0	-26	-8
CCOc1ccc(/C=N/Nc2ccc(Cl)nn2)c(O)c1	3	-80	-15	-21	-52	41	5	1.7	3	-37	32
CC(C)N(C(=O)CSc1nnc(-c2ccc3c(c2)OCO3)n1C)C(C)C	20	-16	-10	-9	8	-4	-10	-0.6	2	14	-11
COc1ccc2cc([C@H](C)C(=O)OCc3cn(CC(=O)c4ccc(O)cc4)nn3)ccc2c1	18	-1	-3	-4	-5	41	0	-1.0	.	0	6
O=C(Nc1ccccc1F)c1ccn[nH]1	0	-32	-12	-1	-47	-4	-9	-0.6	-1	-23	-3
O=C(C1CC(c2ccccc2O)=NO1)N1CCCCC1 (configuration not stated)	4	-202	-82	-8	-147	-14	-22	1.0	0	-110	-43
C=CCN(Cc1ccco1)S(=O)(=O)c1ccc(Cl)cc1	-1	-3	5	14	7	-1	-7	0.6	0	-14	-38
COCC(=O)n1nc(-c2ccccc2)nc1NCc1cccs1	-4	-144	-40	15	-128	10	-2	-0.1	.	-19	-42
Cc1[nH]n(-c2ccc([N+](=O)[O-])cc2)c(=O)c1C=NCCN1CCN(C(=O)c2ccc(F)cc2)CC1	-10	-11	1	-12	25	5	1	0.3	-2	-22	-3
Cc1ccc(-c2noc(-c3ccoc3C)n2)cc1	2	-244	-43	-13	-238	13	-41	-0.9	-2	-20	-92
Clc1ccc(Cn2ncc3c(NCc4ccccc4)ncnc32)cc1	-4	33	19	23	21	16	8	-2.1	0	-91	30
N#Cc1ccccc1NS(=O)(=O)c1cc2c3c(c1)CCN3C(=O)CC2	-17	-26	4	14	4	-12	3	-0.1	-1	-19	4
COc1ccc(OC)c(CN2CCN(C(=O)CCC(=O)c3cccs3)CC2)c1	3	-6	6	15	-3	1	-7	1.8	-1	-19	9
CC(C)c1ccc(NC2CCCN(C(=O)c3cnc4ccccn4c3=O)C2)cc1 (configuration not stated)	5	0	-9	-11	-2	10	7	0.2	2	-20	3
Cc1ccc(NC(=S)NC2CCN(Cc3ccccc3)CC2)c(C)c1	5	23	0	-14	24	-5	3	-4.1	5	7	-15
COc1ccc(CCC(=O)OCC(=O)NC(=O)c2ccc(Cl)cc2)cc1	1	4	3	10	-5	11	2	0.2	.	-11	-8
COC(=O)Nc1ccc(SCC(=O)c2cccc([N+](=O)[O-])c2)cc1	-11	1	6	27	6	-4	6	0.3	1	-6	-8
CCCOc1ccc(N2C(=O)CC(S/C(N)=N/N=C(\C)c3cccs3)C2=O)cc1 (configuration not stated)	13	3	2	-8	-27	9	22	2.8	-1	-7	-16
O=C(Nc1ccc(F)cc1F)N1CCCN(c2ccc(C(F)(F)F)cn2)CC1	-8	4	19	6	20	-3	2	-0.8	0	21	21
O=[N+]([O-])c1ccc(-c2cnc(NO)nc2)cc1	-6	2	3	-5	35	33	-25	0.4	-1	-12	-11
Cc1ccc(S(=O)(=O)CCN2CCC(n3cccc3)CC2)cc1	-2	2	2	-25	-2	-11	-7	-0.3	-2	10	5
COc1ccc(-c2noc(-c3ccoc3C)n2)cc1OC	14	-291	-79	-17	-323	7	-35	0.6	-1	-105	-87

3 compounds from above, ordered by SMILES length, largest number first.
canonical_smiles	KKLEB tox	Peg3 promoter	TRPM1 prom inh	CF NFkB block	HIF-2a block	TRAIL sens C8	LMP1 NFkB inh	hiPSC survival	NR2E3 ag-1	NR2E3 ag-2	Shn3 3UTR inh
COC(=O)Nc1ccc(SCC(=O)c2cccc([N+](=O)[O-])c2)cc1	-11	1	6	27	6	-4	6	0.3	1	-6	-8
N#Cc1ccccc1NS(=O)(=O)c1cc2c3c(c1)CCN3C(=O)CC2	-17	-26	4	14	4	-12	3	-0.1	-1	-19	4
COCC(=O)n1nc(-c2ccccc2)nc1NCc1cccs1	-4	-144	-40	15	-128	10	-2	-0.1	.	-19	-42

Remaining list, next part:
canonical_smiles	KKLEB tox	Peg3 promoter	TRPM1 prom inh	CF NFkB block	HIF-2a block	TRAIL sens C8	LMP1 NFkB inh	hiPSC survival	NR2E3 ag-1	NR2E3 ag-2	Shn3 3UTR inh
CCn1c(SCC(=O)N2CCCc3ccccc32)nc2ccccc2c1=O	-3	28	6	6	28	32	-9	1.3	-2	-2	2
O=C(CSc1nccn1-c1ccc(F)cc1)NCc1ccc2c(c1)OCO2	-6	3	-9	13	17	5	4	1.1	-2	-26	4
Cc1cc(Nc2cccc(Cl)c2)nc(N2CCOCC2)n1	-16	3	-11	33	20	3	-36	1.5	-1	6	-13
Cc1ccc(/C=C/C(=O)Nc2ccc(O)c3c(=O)cc(-c4ccccc4Cl)oc23)cc1	-8	-42	0	10	-14	-7	14	-3.2	1	-41	-13
CCOC(=O)c1nnn(-c2nonc2N)c1-c1ccc(OCC)cc1	-1	16	12	18	13	-3	8	-0.7	-3	5	7
O=C(CCNC(=O)C1CCN(S(=O)(=O)c2ccc(F)cc2)CC1)NCCc1ccc(Cl)cc1	12	8	9	-5	3	13	4	-0.5	0	21	-24

Screens deposited in PubChem by several laboratories.
